# High-throughput results deposited in PubChem BioAssay by Broad Institute.
# FN deposit inh: fibronectin deposition inhibition. AH1F fibroblasts, Alexa488-fibronectin deposition fluorescence, overnight. inhibition, % at 12.6 µM. hit rate 0.086% among 350,000;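 active means mean inhibition across replicates of 30% or more, regardless of how many single replicates reach that level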;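 further: positive control wells lacked labelled fibronectin entirely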
#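 material = AH1F fibroblast monolayer depositing Alexa488-labelled fibronectin into matrix | amount = 10000 AH1F cells/well | buffer or medium = DMEM plus 2% serum, read in PBS | incubation = 1 h cell adhesion before compound, then overnight fibronectin incubation | detection = fluorescence at 485 nm excitation, 525 nm emission | evaluation = percent inhibition as loss of matrix-bound fibronectin fluorescence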
# LGR2 inh: blocks bursicon-induced cAMP signaling via Drosophila LGR2; HEK293 LGR2, CRE-luciferase, bursicon-stimulated, 4 h; inhibition, % at 9.99 µM; hit rate 0.35% among 380,000;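 active means drop in luminescence signal, shown as inhibition above about 50% in the replicate tests, limit read from the data, passing the limit was not always enough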;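 further: agonist challenge used bursicon conditioned medium at about half maximal strength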
# esBAF inh: inhibitors of esBAF chromatin remodeling in mouse ES cells; Bmi1-luciferase knock-in reporter, 24 h; 100% = twice the neutral-well signal; reporter increase, % at 12.5 µM; hit rate 2% among 350,000; in the data active means activation above about 40%;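 further: 0% = median of the plate's neutral control wells and 100% = double that signal; a rise in the Bmi1 reporter signal indicates esBAF inhibition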
# Casp6 inh: inhibitors of human caspase-6; inhibition, % at 12.5 µM; AID 686996; purified caspase-6, Z-VEID-R110 cleavage fluorescence; P55212; hit rate 0.53% among 350,000;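 active means mean inhibition across replicates at least about 35%, with every replicate also reaching that limit, limit read from the data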;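 further: 0% = median of neutral control wells and 100% = no fluorescence left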
# Target sequence (P55212 24-179 limits assumed): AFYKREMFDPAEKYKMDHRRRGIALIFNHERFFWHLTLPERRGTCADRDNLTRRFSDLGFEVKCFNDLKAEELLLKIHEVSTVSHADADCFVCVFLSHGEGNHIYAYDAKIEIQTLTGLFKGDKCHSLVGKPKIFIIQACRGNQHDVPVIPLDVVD
# Target sequence (P55212 194-293 limits assumed): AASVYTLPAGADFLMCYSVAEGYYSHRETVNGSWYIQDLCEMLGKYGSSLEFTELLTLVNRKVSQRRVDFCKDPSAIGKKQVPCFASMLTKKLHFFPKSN
# SIRT5 inh: sirtuin-5 (human) deacylase inhibition; Q9NXA8; Purified SirT5, succinyl-peptide AMC, trypsin-coupled fluorescence; inhibition, % at 15 µM; hit rate 1.1% among 330,000; in the data active means inhibition above about 15%
# Target sequence (Q9NXA8 whole entry, looked up): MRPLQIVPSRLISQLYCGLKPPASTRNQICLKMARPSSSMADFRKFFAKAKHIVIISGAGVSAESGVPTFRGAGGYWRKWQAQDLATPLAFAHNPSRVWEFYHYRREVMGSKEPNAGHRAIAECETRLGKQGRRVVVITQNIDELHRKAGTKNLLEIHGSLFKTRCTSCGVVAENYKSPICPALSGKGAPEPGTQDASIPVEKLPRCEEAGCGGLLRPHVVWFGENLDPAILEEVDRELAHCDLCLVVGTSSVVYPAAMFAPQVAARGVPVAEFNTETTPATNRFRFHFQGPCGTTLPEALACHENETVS
# S100A4 MyoIIA: blocks human S100A4 binding to myosin IIA peptide; P26447; S100A4/TAMRA-MyoIIA peptide fluorescence polarization; inhibition, % at 10.7 µM; hit rate 0.14% among 360,000; AID 652163;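 active means mean inhibition of at least 70% across replicates, with every replicate also reaching that level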
# Target sequence (P26447 whole entry, looked up): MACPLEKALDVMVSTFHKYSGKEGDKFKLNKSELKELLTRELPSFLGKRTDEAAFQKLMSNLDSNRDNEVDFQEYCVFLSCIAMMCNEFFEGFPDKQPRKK
#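 Material: S100A4 monomer protein | Medium: HEPES pH 7.2 with CaCl2, KCl, NaCl, DTT, Triton | Reagent: Labelled myosin peptide probe, 5 nM | Doses: One dose per compound | Times: 5 min incubation before reading | Benchmarks: Neutral control DMSO, positive control TFP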
# C2C12 statin: protects C2C12 myotubes from simvastatin toxicity; ATP luminescence, 48 h; scaled: DMSO 0, geranylgeraniol control 100; rescue of ATP level, % at 7.49 µM; hit rate 0.78% among 330,000; AID 602340;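 active means mean ATP rescue above about 67%, or every replicate alone reaching that limit, limit read from the data, passing the limit was not always enough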;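 further: myotubes were challenged with 10 µM simvastatin during compound exposure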
# Starred values were filed as active, the others as inactive; . = no result given. An excerpt; the hit share may differ from the screen's.
# Second line of a record – FN deposit inh	LGR2 inh	esBAF inh	Casp6 inh	SIRT5 inh	S100A4 MyoIIA	C2C12 statin
COc1cc(OCC(N)=O)cc(OC)c1OC
→ 3	-5	-3	1	2	-1	-4
CC(=O)c1ccc2c(c1)N(Cc1ccccc1)C(=O)C(C)S2 (configuration not stated)
→ 6	-9	-4	2	.	7	36
CCN(CC)c1nc(SCC(=O)O)nc(N(CC)CC)n1
→ 5	.	-5	.	.	.	-16
CCOC(=O)CCCCCC(=O)Nc1ccc2c(c1)CC(=O)N([C@H](C)CO)C[C@@H](C)[C@H](CN(C)Cc1ccc3c(c1)OCO3)O2
→ 1	2	-2	0	-2	-15	2
Cc1ccc(NC(=O)COC(=O)CN2C(=O)c3ccccc3C2=O)cc1
→ -9	-14	-6	0	-5	2	9
C[C@@H]1CCCCO[C@@H](CN(C)C(=O)C2CCCCC2)[C@@H](C)CN([C@@H](C)CO)C(=O)c2cc(NS(=O)(=O)c3ccc(Cl)cc3)ccc2O1
→ -2	10	3	-1	-2	6	.
CCCSc1ccc([C@@H]2[C@@H]3C(=O)N(C)C(=O)[C@@H]3[C@]3(C(=O)OC)CCCN23)cc1OC
→ .	-3	3	7	-2	-12	2
O=C(COc1ccc2ccccc2c1)N1CCN(C(=O)c2ccc([N+](=O)[O-])cc2)CC1
→ -2	-7	-7	.	-4	8	5
Cn1c(C2=C(O)CN(Cc3ccccc3)C2=N)[n+](C)c2ccccc21
→ -10	-2	-2	5	-1	1	1
CC(Oc1cc(F)ccc1[N+](=O)[O-])C(=O)Nc1ccc(S(=O)(=O)N2CCCC2)cc1 (configuration not stated)
→ 10	-12	2	3	1	-1	-2
CC(OC(=O)c1ccc(C#N)cc1)C(=O)Nc1ccc(Cl)cn1 (configuration not stated)
→ -7	-5	-6	8	4	15	21
CCOC(=O)C(=CNc1cccc(N)n1)C(=O)OCC
→ -5	.	-4	.	.	.	-7
CCOC(=O)CN1C(=O)CSc2ccc(S(=O)(=O)N3CCCC3)cc21
→ -2	3	-2	-3	3	7	-5
COc1ccc(/C=C(\C#N)C(=O)c2c(C)[nH]c3ccccc23)cc1OC
→ 3	-8	0	.	.	.	10
CN1C(=O)c2cc(NC(=O)C3CCOCC3)ccc2OC[C@H]2O[C@H](CC(=O)O)CC[C@@H]21
→ 16	1	-3	12	13	8	-20

# The results go on.
# Second line of a record – FN deposit inh	LGR2 inh	esBAF inh	Casp6 inh	SIRT5 inh	S100A4 MyoIIA	C2C12 statin
O=C1CN(c2ccc(Cl)cc2)C2(CCCCC2)S1
→ -16	.	.	4	-1	6	.
CO[C@@H]1CN(C)C(=O)c2ccc(NC(=O)c3cnccn3)cc2OC[C@@H](C)N(CC2CC2)C[C@@H]1C
→ .	30	.	0	2	-2	.
O=C(Nc1ccc(N2CCOCC2)cc1N1CCOCC1)c1ccc([N+](=O)[O-])cc1Cl
→ 1	6	-5	2	-2	0	0
COc1ccc(/C=N/NC(=O)c2cccc(NC(C)=O)c2)c(OC)c1
→ -14	34	.	2	9	-3	.
Cc1cccc(-n2nc3c(c2NC(=O)c2ccc(Br)o2)CSC3)c1C
→ 4	-8	11	.	.	.	38
Cc1csc(N/N=C/c2ccccn2)n1
→ -6	69*	-74	-1	-2	-5	-5
COc1ccc(N2CCN(CCNS(=O)(=O)c3ccc(C)cc3)CC2)cc1
→ 6	-14	0	2	1	-1	0
O=C(NC[C@@H]1[C@@H](c2ccccc2)[C@@H](CO)N1Cc1ccccn1)C1CCCC1
→ -3	4	-6	.	.	.	7
Cc1noc2ncnc(Sc3ccc(Br)cc3)c12
→ -16	76*	-1	2	1	1	41
O=C(COC(=O)c1cc(S(=O)(=O)N2CCCCC2)ccc1Cl)NC1CCS(=O)(=O)C1 (configuration not stated)
→ 1	-4	-2	-4	0	-2	6
O=C(c1cccs1)N1CCN(Cc2cccnc2)CC1
→ 18	.	4	.	.	.	-6
COc1ccccc1C(CNC(=O)c1cccc(S(=O)(=O)Nc2ccc(C)cc2)c1)N1CCCC1 (configuration not stated)
→ 5	-3	-13	-171	1	8	-10
CN1CCN(C(=O)c2ccc(NS(=O)(=O)c3cccc([N+](=O)[O-])c3)cc2)CC1
→ -28	-6	-3	-3	5	-2	8
COc1ccc(S(=O)(=O)Nc2cccnc2)c(Cl)c1Cl
→ -7	-40	.	2	5	-8	.
Cc1ccc(Nc2nc3ccccc3n3nnnc23)cc1
→ 1	-33	21	-1	2	-2	-13

# (cont.)
# Second line of a record – FN deposit inh	LGR2 inh	esBAF inh	Casp6 inh	SIRT5 inh	S100A4 MyoIIA	C2C12 statin
Cc1ccc2nc(N/N=C/c3ccco3)cc(C)c2c1
→ 11	-80	.	2	-6	0	.
NS(=O)(=O)c1ccc(CNC(=O)CSc2nc3ccc(Cl)cc3[nH]2)cc1
→ 1	-7	-16	3	-27	-1	2
CCOC(=O)c1cnc2ccccc2c1Nc1cccc(C(=O)O)c1
→ 1	-7	5	.	.	1	12
Cc1noc(C)c1NC(=O)N1C[C@H](O)COC[C@H]2O[C@H](CC(=O)NCC3CCCCC3)CC[C@@H]21
→ -4	9	1	-1	-2	-8	1
CC(C)[C@H](NC(=O)OCc1ccccc1)C(=O)OCC(=O)NCCc1ccccc1
→ 0	-4	2	3	-2	-5	2
O=C1c2ccccc2OC2(C=Cc3ccccc3O2)N1Cc1ccccc1 (configuration not stated)
→ .	13	-15	.	.	.	-19
CCC(c1nnnn1C1CCCC1)N1CCN(c2cccc(OC)c2)CC1 (configuration not stated)
→ .	1	.	-5	-1	-1	.
CC(=O)Nc1ccc(CN2C(=O)C(Cc3ccccc3)ON=C2c2ncccc2C)cc1 (configuration not stated)
→ 6	28	4	-1	.	-15	-2
CNc1ccc2ncc(-c3ccccc3C(C)=O)n2n1
→ 8	5	-9	.	0	-1	-2
C/C(=N\Nc1nccnc1Cl)c1ccc(O)cc1
→ 2	-24	42*	3	-3	5	-5
CCN1[C@@H]2Cn3c(ccc(-c4cccc(OC)c4)c3=O)[C@H]1[C@@H](C(=O)N(C)C)[C@@H]2CO
→ .	-2	0	-1	-7	-5	7
CCc1c(C)nc(SCC(=O)Nc2ccc3c(c2)OCCO3)[nH]c1=O
→ 5	.	.	10	-5	4	.
CC(C)NC(=O)Nc1ccc2c(c1)C(=O)N([C@@H](C)CO)C[C@H](C)[C@H](CN(C)S(=O)(=O)c1ccc(Cl)cc1)OCCCC[C@H](C)O2
→ -1	19	5	0	5	4	.
Cc1cccc(Cn2c(Cc3ccccc3)nc3ccccc32)c1
→ -4	-3	3	-2	.	-2	0
Cc1cc(=O)nc2c3ccccc3n(CC(=O)Nc3ccccc3Br)n12
→ -15	6	-2	3	1	20	-3

# More structures follow:
# Second line of a record – FN deposit inh	LGR2 inh	esBAF inh	Casp6 inh	SIRT5 inh	S100A4 MyoIIA	C2C12 statin
COc1ccccc1NC(=O)CON=C(N)CC(=O)NC1CCCCC1
→ -6	-10	-7	-3	-1	-5	1
COCCNC(=O)C[C@H]1CC[C@@H]2[C@H](COc3ccc(NC(=O)COC)cc3C(=O)N2C)O1
→ -3	12	2	-4	0	1	-1
CCCOC(=O)c1ccc(NC(=O)Cc2cccs2)cc1
→ 6	-78	33	32	2	-5	4
CCc1cccc(C)c1NC(=O)C1CCCN1C(=O)NCc1ccccc1 (configuration not stated)
→ 3	-9	-4	-2	0	12	-5
Cc1cc(C)c2nc(SCC(=O)Nc3cc(C)on3)c(C#N)cc2c1
→ 5	4	-5	-4	-1	-2	-32
CC(C)NC(=O)N(C)C[C@@H]1Oc2ccc(NC(=O)C3CC3)cc2C(=O)N([C@@H](C)CO)C[C@@H]1C
→ .	6	-2	.	.	.	-9
CCc1ccc(OCC(=O)Nc2nnc(-c3ccco3)s2)cc1
→ 5	1	-4	11	0	0	7
Cc1cc(=O)[nH]c2c1c(-c1ccccc1)nn2C
→ 15	-4	6	0	-2	9	-10
O=C(COC(=O)c1ccccc1Br)NCCN1C(=O)CSC1=O
→ 1	-6	.	0	-14	-2	.
O=C(NC1CCCCC1)NC1CC2CCC(C1)N2C(=S)NCc1ccco1 (configuration not stated)
→ .	1	0	4	-8	-3	42
CC(NC(=O)CSc1ncccn1)c1ccc2c(c1)OCO2 (configuration not stated)
→ 24	24	-2	.	9	-3	-4
C[C@@H]1CCCCO[C@@H](CN(C)S(=O)(=O)c2ccccc2)[C@@H](C)CN([C@@H](C)CO)C(=O)c2cc(NC(=O)c3ccncc3)ccc2O1
→ -14	-3	2	1	7	10	.
CCOC(=O)[C@H]1[C@H]2COc3ccc(Br)cc3[C@@H]2N2C(=O)c3c(C)cc(C)cc3NC(=O)[C@@]12C
→ 15	.	-5	0	2	-5	-5
COC(=O)[C@]12C[C@H](CC(=O)NCc3ccc(OC)c(OC)c3)C(=O)N(CCc3ccc(OC)c(OC)c3)C1=C[C@H](C(C)(C)C)O[C@@H]2C
→ 15	-11	.	2	.	2	.
CCOC(=O)c1cc(-c2ccc(F)cc2)n(CC(=O)Nc2nccs2)c1C
→ 1	21	-2	3	.	0	15

# 5 compounds drawn at random from those above:
# Second line of a record – FN deposit inh	LGR2 inh	esBAF inh	Casp6 inh	SIRT5 inh	S100A4 MyoIIA	C2C12 statin
O=C(NC1CCCCC1)NC1CC2CCC(C1)N2C(=S)NCc1ccco1 (configuration not stated)
→ .	1	0	4	-8	-3	42
Cc1ccc(NC(=O)COC(=O)CN2C(=O)c3ccccc3C2=O)cc1
→ -9	-14	-6	0	-5	2	9
Cc1ccc(Nc2nc3ccccc3n3nnnc23)cc1
→ 1	-33	21	-1	2	-2	-13
Cc1noc(C)c1NC(=O)N1C[C@H](O)COC[C@H]2O[C@H](CC(=O)NCC3CCCCC3)CC[C@@H]21
→ -4	9	1	-1	-2	-8	1
CCc1cccc(C)c1NC(=O)C1CCCN1C(=O)NCc1ccccc1 (configuration not stated)
→ 3	-9	-4	-2	0	12	-5

# Next records.
# Second line of a record – FN deposit inh	LGR2 inh	esBAF inh	Casp6 inh	SIRT5 inh	S100A4 MyoIIA	C2C12 statin
O=C(Nc1ccc(S(=O)(=O)N2CCCCC2)cc1)C1CCCCC1
→ 2	-1	4	1	-2	-8	-22
CNC[C@H]1Oc2ccc(NS(=O)(=O)c3ccc(F)cc3)cc2CC(=O)N([C@H](C)CO)C[C@H]1C
→ .	5	-6	0	2	-8	-1
COC(=O)c1ccc(C(=O)NC2CCCc3c2cnn3-c2ccccc2F)nc1 (configuration not stated)
→ 10	-9	-9	0	1	-1	-2
Cc1ccc(S(=O)(=O)N[C@H]2CC[C@@H](CCNC(=O)c3ccccc3F)O[C@@H]2CO)cc1
→ .	-5	2	2	-1	29	14
Cc1occc1C(=O)N1CCCC(Nc2ccc(F)cc2)C1 (configuration not stated)
→ 1	-4	-5	1	-6	0	-4
O=C(NCc1ccccn1)C(=O)NCC1OCCCN1S(=O)(=O)c1cc(F)ccc1F (configuration not stated)
→ -3	-5	4	-1	-2	21	-1
CCNC(=O)NC(=O)COC(=O)C1CSC2(C)CCC(=O)N12 (configuration not stated)
→ -2	15	.	3	-1	-29	.
CC(C)c1ccc(NC(=O)NC(C)c2ccc3c(c2)OCO3)cc1 (configuration not stated)
→ -3	16	.	1	-4	2	.
CC(=O)Nc1nc2c(s1)C(=O)NCCC2
→ 10	2	.	0	2	-2	.
CC(C)N(CCCNC(=O)Cn1c(=O)c2cccn2c2ccc(F)cc21)Cc1ccccc1
→ 3	12	3	-31	2	-2	9
COc1ccc(C2c3cc(OC)c(OC)cc3CCN2C(=O)c2ccccc2Br)cc1OC (configuration not stated)
→ 4	-2	-6	-1	0	-1	4
C[C@@H]1CCCCO[C@H](CN(C)C(=O)NC2CCCCC2)[C@@H](C)CN([C@@H](C)CO)C(=O)c2cc(NC(=O)c3ccncc3)ccc2O1
→ .	-16	0	-3	10	-13	.
O=C(COC(=O)CN=C1NS(=O)(=O)c2ccccc21)Nc1ccccc1OC(F)F
→ -3	6	.	-1	-2	-3	.
CCCN1C(=O)C(Cc2nc3ccccc3c(=O)n2C)c2ccccc21 (configuration not stated)
→ 4	.	4	.	.	.	5
NC(=O)c1ncc(C(F)(F)F)cc1Cl
→ -1	.	.	-3	-5	-4	.
COc1cccc(C(=O)Nc2cc(C)c3c(=O)oc4ccccc4c3n2)c1
→ 0	6	-4	-5	-1	-5	17
